# From PubChem
# NTR1 ag – agonists of NTR1, primary screen, imaging, U2OS cells, beta-arrestin-GFP, high content (AID 493036). P30989. NTR1-U2OS beta-arrestin-GFP spot imaging, agonist mode. activation, % at 20 µM. 330,000 compounds, 0.17% hits;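 active means activation at or above 40% of the spot to cytoplasm intensity ratio, with at least 20 cells analyzed; inconclusive means wells under 20 cells, flagged as cytotoxic or low count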;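 further: 0% = DMSO without peptide and 100% = 100 nM NTR1 peptide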
# Target sequence (P30989 whole entry, looked up): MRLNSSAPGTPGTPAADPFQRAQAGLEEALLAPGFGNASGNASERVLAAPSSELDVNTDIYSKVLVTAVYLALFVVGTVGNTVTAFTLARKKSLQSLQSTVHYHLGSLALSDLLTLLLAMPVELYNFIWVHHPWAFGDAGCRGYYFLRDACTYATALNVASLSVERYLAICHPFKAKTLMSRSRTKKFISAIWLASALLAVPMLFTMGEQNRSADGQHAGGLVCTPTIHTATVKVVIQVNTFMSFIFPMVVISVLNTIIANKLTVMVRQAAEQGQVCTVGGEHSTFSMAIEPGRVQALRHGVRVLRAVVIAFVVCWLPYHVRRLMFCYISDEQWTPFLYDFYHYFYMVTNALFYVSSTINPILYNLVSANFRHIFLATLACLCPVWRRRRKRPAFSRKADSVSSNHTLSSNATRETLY
# West Nile virus CPE – West Nile virus antiviral activity, cell-based, CPE readout (AID 1621) | West Nile virus-infected cells, CPE inhibition; higher % means a stronger effect | CPE inhibition, % at 10 µM; hits with a dose series show IC50 in µM | 290,000 compounds, 0.02% hits; in the data active means a potency from the dose series; inconclusive means CPE inhibition mostly from about 3.7% at the one dose, without a potency; inactive means the rest, 99 in 100 with CPE inhibition below about 2.2%; further: strong numbers were not always called active
# AID2073 – disruptors of CaV2.2 binding to Mint1 – biochemical, HTRF (AID 2073); HTRF protein-protein interaction, Mint1-CaV2.2; higher % means a stronger effect; inhibition, % at 20 µM, or IC50 in µM where a hit was titrated; 290,000 compounds, 0.19% hits; in the data active means inhibition mostly above about 51%, no sharp cut-off; inconclusive means no clear call, values can overlap the other calls; inactive means mostly below about 53%; further: some results filed as inactive read as strong as hits
# NS5 inhibitors – flavivirus cap methylation enzyme inhibition – biochemical, confirmation dose response, primary screen (AID 588689); 340,000 compounds, 0.3% hits; Dengue-2 NS5 methyltransferase capping enzyme assay, biochemical; higher % means a stronger effect; inhibition, % at 25 µM; hits with a dose series show IC50 in µM; in the data active means a potency from the dose series; inconclusive means inhibition above about 29% without an active follow-up result
# UTI89 phage lysis – inhibition of K1F phage lysis, E. coli UTI89, bacterial capsule biogenesis inhibitors, alamar blue (AID 488966); E. coli UTI89 K1F phage lysis, alamar blue, 2 h; higher % means a stronger effect; inhibition, % at 100 µM, or IC50 in µM where a hit was titrated; 340,000 compounds, 0.02% hits;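 active means phage lysis inhibition, versus mean bacterial control, above a set limit; inconclusive means no clear call, values can overlap the other calls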;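 further: capsule biogenesis inhibitors block K1F phage lysis so surviving cells raise fluorescence; higher fluorescence means more inhibition of phage lysis; actives were called in the ten point dose series up to 300 µM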
# RSV CPE inhibition – RSV antiviral activity via CPE protection, HEp-2 cells, primary 10 µM value included (AID 2391); 310,000 compounds, 0.13% hits; HEp-2 cells, RSV-induced CPE inhibition; higher % means a stronger effect; one-dose CPE inhibition, % at 10 µM; IC50 in µM for titrated hits; in the data active means a potency from the dose series; inconclusive means CPE inhibition mostly from about 23% at the one dose, without a potency; inactive means the rest, 99 in 100 with CPE inhibition below about 21%; further: strong numbers were not always called active
# Siah-1 displacement – blockers of Siah-1 interaction with plectin peptide – biochemical, fluorescence polarization, rhodamine-plectin, uHTS, primary screen (AID 1817) | Siah-1 / rhodamine-plectin peptide fluorescence polarization; higher % means a stronger effect | one-dose displacement, % at 20 µM; IC50 in µM for titrated hits | 290,000 compounds, 0.02% hits;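 active means displacement of at least 50% at 20 µM, with a fluorescence ratio check between 0.3 and a set limit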;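 further: plate controls were Siah plus tracer with DMSO for no effect and tracer alone without Siah for full effect; strong numbers were not always called active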
# Rac1 GTP hydrolysis – MgcRacGAP GTPase-activating activity inhibitors, confirmation, biochemical, ADP Hunter fluorescence | MgcRacGAP-stimulated Rac1 GTP hydrolysis, ADP Hunter fluorescence; higher % means a stronger effect; GST-tagged Rac1 F28L mutant substrate | one-dose inhibition, % at 30 µM; IC50 in µM for titrated hits | 340,000 compounds, 0.6% hits;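 active means first-screen hits whose inhibition reached a set limit at any dose in the follow-up dose series; inconclusive means inhibition above the set first-screen limit but never retested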;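 further: fluorescence reports GDP produced by GAP-driven GTP hydrolysis; strong numbers were not always called active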
# SV40 large T antigen – TAg ATPase/helicase activity blockers – biochemical (AID 1903). 310,000 compounds, 0.39% hits. SV40 large T antigen ATPase/helicase inhibition assay; higher % means a stronger effect. one-dose inhibition, % at 20 µM; IC50 in µM for titrated hits; in the data active means a potency from the dose series; inconclusive means inhibition mostly from about 32% at the one dose, without a potency; inactive means the rest, 99 in 100 with inhibition below about 32%; further: strong numbers were not always called active
# NTR1 ag cell count 20 µM – also measured in NTR1 ag; calls as there; cell count; measured here: cell count, cytotoxicity flag
# * = called active by the depositor; u = inconclusive; x = no result given; [ ] = remark or other dose.
# The opening three compounds, to show the layout:
SMILES,NTR1 ag,NTR1 ag cell count 20 µM,West Nile virus CPE,AID2073,NS5 inhibitors,UTI89 phage lysis,RSV CPE inhibition,Siah-1 displacement,Rac1 GTP hydrolysis,SV40 large T antigen
O=C(OCCN=C1NS(=O)(=O)c2ccccc21)c1cccc([N+](=O)[O-])c1,-2.3,41,-0.3%,-5.1%,-3.3%,-0.1%,4.0%,0.0%,4.3%,2.6%
O=C(C[C@H]1C/C=C\CC[C@@H](Cc2ccc(F)cc2)C(=O)OC[C@H]2CCCN2C1=O)N[C@H](CO)Cc1ccccc1,3.0,51,x,x,3.3%,0.2%,x,x,6.7%,x
CCN(C(=O)CN1C(=O)c2ccc([N+](=O)[O-])cc2C1=O)C1CCCCC1,0.1,54,-0.5%,u,-5.2%,0.1%,2.1%,-2.2%,-1.3%,3.0%

# The list itself, previewed entries included:
SMILES,NTR1 ag,NTR1 ag cell count 20 µM,West Nile virus CPE,AID2073,NS5 inhibitors,UTI89 phage lysis,RSV CPE inhibition,Siah-1 displacement,Rac1 GTP hydrolysis,SV40 large T antigen
O=C(OCCN=C1NS(=O)(=O)c2ccccc21)c1cccc([N+](=O)[O-])c1,-2.3,41,-0.3%,-5.1%,-3.3%,-0.1%,4.0%,0.0%,4.3%,2.6%
O=C(C[C@H]1C/C=C\CC[C@@H](Cc2ccc(F)cc2)C(=O)OC[C@H]2CCCN2C1=O)N[C@H](CO)Cc1ccccc1,3.0,51,x,x,3.3%,0.2%,x,x,6.7%,x
CCN(C(=O)CN1C(=O)c2ccc([N+](=O)[O-])cc2C1=O)C1CCCCC1,0.1,54,-0.5%,u,-5.2%,0.1%,2.1%,-2.2%,-1.3%,3.0%
CC(C)(C)OC(=O)NCc1ccc(NC(=O)c2nc[nH]c2C(=O)NCCNC(=O)c2[nH]cnc2C(=O)Nc2ccc(CNC(=O)OC(C)(C)C)cc2)cc1,3.8,62,x,x,-5.7%,3.8%,x,x,9.0%,x
C/C(=N\NC(=O)C1CC1)c1ccc(C(C)(C)C)cc1,1.4,52,-0.8%,-0.7%,10.5%,-0.5%[50 µM],46.1%,10.1%,0.1%,8.8%
Cc1ccnc(Sc2ccc([N+](=O)[O-])cn2)n1,1.9,76,-0.8%,-5.7%,-7.3%,-0.1%,0.5%,-3.2%,4.6%,23.1%
COc1ccc(OC)c(NC(=O)Cn2c(-c3ccc(Cl)cc3)noc2=O)c1,-0.2,61,-0.6%,1.9%,-6.4%,3.8%,-0.1%,-2.4%,4.2%,2.1%
Cc1nc(C(=O)Nc2ccc(F)cc2)nn1-c1ccc([N+](=O)[O-])cc1,-3.8,x,-0.4%,2.9%,-3.0%,0.4%,-0.1%,3.4%,3.5%,6.1%
CCOC(=O)/C(=N/Nc1ccccc1)Sc1nnc(CCc2ccccc2)n1-c1ccccc1,0.4,101,-0.8%,-27.7%,-0.9%,-0.3%,2.8%,0.4%,11.3%,-0.8%
CC(=O)c1c(C)[nH]c(C(=O)Nc2ccccc2Cl)c1C,-1.6,47,-0.3%,10.6%,-2.9%,-0.9%,u,2.0%,4.2%,8.8%
COc1cc2nc(N(CCCN(C)C)C(=O)c3ccc(C(=O)c4ccccc4)cc3)sc2cc1OC,2.7,56,x,x,-7.3%,1.7%[50 µM],0.1%,x,11.9%,15.3%
Cc1c(C(=O)N2CCCC2)c(S(=O)(=O)NCC(C)c2ccccc2)c(C)n1C (stereo not drawn),-0.7,53,-0.2%,5.1%,0.9%,3.3%,0.0%,-1.2%,0.8%,-10.5%
Cc1ccc2c(c1)NC(=O)c1cccc([N+](=O)[O-])c1CO2,-1.6,56,0.6%,-4.6%,x,x,-1.8%,13.9%,x,3.8%
C#CCSc1nnc(-c2ccc(OC)cc2)o1,-0.2,71,-0.3%,-43.7%,-2.4%,-4.9%,8.2%,1.6%,7.3%,7.6%
CCn1c(Cc2ccccc2)nnc1SCC(=O)N1CCCCC1,0.0,83,0.8%,1.9%,-5.5%,0.9%,-0.4%,21.7%,3.7%,5.9%
O=C(NC1CC1)C1CCN(C2CCN(C(=O)/C=C/c3cccc(F)c3F)CC2)CC1,2.3,59,-0.6%,2.8%,-6.1%,0.1%,-0.4%,15.1%,-6.9%,x
Cc1cc(C)nc(NS(=O)(=O)c2ccc(NC(=O)Cn3c(=O)oc4ccccc43)cc2)n1,-0.9,93,0.5%,-5.4%,-0.7%,-1.3%,1.7%,-0.1%,4.5%,17.9%
Cc1c(C)c2ccc(O[C@@H]3O[C@H](CO)[C@H](O)[C@H](O)[C@H]3O)c(C)c2oc1=O,1.3,80,-0.3%,-1.1%,-3.9%,-0.2%[50 µM],0.5%,-7.5%,11.2%,-4.7%
Cc1ccc(-n2nc3c(=O)n(CCCC(=O)NCCc4ccccc4)nc(C)c3c2C)cc1,1.6,70,-0.1%,9.1%,-3.2%,0.1%,u,4.6%,9.9%,-5.2%
Cc1cc2nc(-c3ccc(SCC(=O)NC(C)C)nc3)[nH]c2cc1C,0.7,83,-1.0%,13.0%,x,x,21.0%,-1.5%,x,7.0%
CCn1c(SCC(=O)N/N=C/c2ccccc2OCC(=O)O)nnc1-c1ccccc1,1.7,54,0.4%,3.8%,x,x,-0.3%,2.4%,x,6.6%
Cc1cc2[nH]c(=O)c(=O)[nH]c2cc1S(=O)(=O)N1CCN(c2ccccc2F)CC1,1.6,57,-0.3%,24.6%,-3.6%,-1.5%,-0.8%,-1.0%,1.6%,16.4%
CC1=CC(=C2N=C(c3ccccc3)OC2=O)C=C(C)O1,1.5,72,0.1%,-5.9%,u,0.3%,0.7%,5.0%,2.5%,9.8%
CC(C)(C)c1ccc(OCCC(=O)Nc2cccc(S(=O)(=O)NC3=NCCCCC3)c2)cc1,2.2,69,x,x,2.9%,-0.2%[50 µM],x,x,3.7%,x
S=C(NNc1cccc(Cl)c1)NC1CCCCC1,5.3,53,-0.2%,-16.6%,1.5%,0.7%,u,5.3%,4.1%,-3.5%
CN(CC(=O)N1CCOCC1)S(=O)(=O)c1cc(Cl)ccc1Cl,0.6,61,-0.3%,20.0%,-2.7%,0.3%,0.8%,-1.6%,5.5%,1.8%

# One compound at a time (already shown):
# `Cc1nc(C(=O)Nc2ccc(F)cc2)nn1-c1ccc([N+](=O)[O-])cc1` as listed: NTR1 ag = -3.8; NTR1 ag cell count 20 µM = x; West Nile virus CPE = -0.4%; AID2073 = 2.9%; NS5 inhibitors = -3.0%; UTI89 phage lysis = 0.4%; RSV CPE inhibition = -0.1%; Siah-1 displacement = 3.4%; Rac1 GTP hydrolysis = 3.5%; SV40 large T antigen = 6.1%
# `Cc1cc2[nH]c(=O)c(=O)[nH]c2cc1S(=O)(=O)N1CCN(c2ccccc2F)CC1` as listed: NTR1 ag = 1.6; NTR1 ag cell count 20 µM = 57; West Nile virus CPE = -0.3%; AID2073 = 24.6%; NS5 inhibitors = -3.6%; UTI89 phage lysis = -1.5%; RSV CPE inhibition = -0.8%; Siah-1 displacement = -1.0%; Rac1 GTP hydrolysis = 1.6%; SV40 large T antigen = 16.4%
